Source: PubChem BioAssay (National Center for Advancing Translational Sciences (NCATS))
Tb PGK inh – qHTS Assay to Find Inhibitors of Phosphoglycerate Kinase; Phosphoglycerate kinase, glycosomal (Trypanosoma brucei brucei), P07378; PGK/GAPDH coupled, Kinase-Glo luminescence, 60 min; Potency, µM (series often up to 57.5 µM), inactives show at the top dose activity change, negative = inhibition, usual class: inhibitors; 0.043% of 380,000 active; AID 602233, 2012; further: potency means the concentration at half of the fitted maximal effect; on the % scale 0 is the no-effect control and ±100 the full control effect; nearly all actives have a fitted effect of over 60% in size
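Recombinant glycosomal PGK reaction used 1,3-bisphosphoglycerate generated in-well by GAPDH (100nM final) in 100mM TEA pH 7.6, 5mM MgCl2, 0.01% Tween-20. After 60 minutes at room temperature, ATP was read by Kinase-Glo Plus luminescence end-point.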
BAZ2B inh – qHTS Assay for Inhibitors of BAZ2B. 4.4% of 360,000 active. AID 504333, 2011. Potency, µM (highest dose often 114 µM), without a hit: top-dose activity change, negative = inhibition, hits mostly inhibitors. AlphaScreen BAZ2B-H3K14Ac peptide displacement. Bromodomain adjacent to zinc finger domain protein 2B (Homo sapiens), Q9UIF8; further: potency means the concentration at half of the fitted maximal effect; on the % scale 0 is the no-effect control and ±100 the full control effect; nearly all actives have a fitted effect of over 60% in size
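AlphaScreen displacement: compounds (up to 110uM) incubated 30 min at room temperature with a preformed 50 nM BAZ2B/50 nM biotinylated H3K14Ac peptide complex in PBS pH 7.4 with Tween-20. Donor and acceptor beads at 10 ug/mL final added, 20 min light-protected before reading.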
GLS inh – qHTS for Inhibitors of Glutaminase (GLS); Glutaminase kidney isoform, mitochondrial (Homo sapiens), O94925; GLS enzymatic activity, qHTS titration; Potency, µM (doses to about 45.5 µM), inactives show top-dose activity change, negative = inhibition, usual class: inhibitors; 0.21% of 410,000 active; further: potency means the concentration at half of the fitted maximal effect; on the % scale 0 is the no-effect control and ±100 the full control effect
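Enzyme dispensed in phosphate buffer (45 mM, pH 8.2, 0.02% Tween-20), compounds pinned in, then 1 mM L-glutamine solution and the glutamate oxidase–HRP–Amplex Red mix added; fluorescence read immediately and again after 30 min at room temperature.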
PI4K2A inh – qHTS for small molecular inhibitors of PI4K2A; Phosphatidylinositol 4-kinase type 2-alpha (Homo sapiens), Q9BTU6; purified PI4K2A, ADP-Glo luminescence, 1 h; active compounds read low; activity change, negative = inhibition, % at 76.9 µM; 0.13% of 420,000 active; in the data active means activity change below about -50%; inconclusive means mostly about -30% to -49%;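 further: -100% = wells without enzyme as full effect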
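PI4K2A activity was measured by ADP-Glo luminescence: enzyme (4 ug/mL stock) and phosphatidylinositol (1.2 mM stock) in Tris pH 7.5/MgCl2/EGTA/Triton X-100 buffer were reacted with ATP (300 microM stock) for one hour at ambient temperature.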
Pin1 inhibitor – qHTS Assay to Find Inhibitors of Pin1; Pin1 FP peptide displacement, HiFluor488, 10 min; Potency, µM (top dose mostly 115 µM), inactives show at the top dose activity, negative = inhibition, hits mostly inhibitors; 0.009% of 390,000 active; active means well fitted inhibition curve with a large enough effect in the polarisation, with a control signal flat, not every such curve was filed as active; inconclusive means small, poorly fitted or top-dose-only effect, or effect the other way, or a change in a side signal; inactive means no such curve, though single readings can be large or run the other way; the % refers to the polarisation; further: potency means the concentration at half of the fitted maximal effect; on the % scale 0 is the no-effect control and ±100 the full control effect
JMJD2A Tudor – qHTS Assay for Inhibitors of JMJD2A-Tudor Domain. Lysine-specific demethylase 4A (Homo sapiens), O75164. AlphaScreen JMJD2A-Tudor / H3K4me3 peptide binding. Potency, µM (top dose mostly 114 µM), without a hit: at the top dose activity change, negative = inhibition, most hits filed as inhibitors. 4.4% of 390,000 active. AID 504339, 2011; further: potency means the concentration at half of the fitted maximal effect; on the % scale 0 is the no-effect control and ±100 the full control effect; nearly all actives have a fitted effect of over 50% in size
HP1b binding inh – HTS for Inhibitors of HP1-beta Chromodomain Interactions with Methylated Histone Tails | Potency, µM (top dose mostly 114 µM), for the others: top-dose activity change, negative = inhibition, most hits filed as inhibitors | AlphaScreen HP1-beta / biotin-H3K9me3 peptide binding | 0.56% of 390,000 active | AID 540317, 2011 | Chromobox protein homolog 1 (Homo sapiens), P83916; further: potency means the concentration at half of the fitted maximal effect; nearly all actives have a fitted effect of over 70% in size; inactives centre near 23
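AlphaScreen: HP1-beta (50 nM) preformed 30 min with biotin-H3(1-18)K9me3 peptide (50 nM) in PBS pH 7.4, 0.01% Tween-20. Compound added for 30 min at RT, then streptavidin donor/nickel chelate acceptor beads (10 ug/mL) for 30 min.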
POLH inh – qHTS for Inhibitors of Polymerase Eta | recombinant Pol eta, fluorescent DNA replication assay | Potency, µM (series often up to 114 µM), without a hit: top-dose activity change, negative = inhibition, actives largely listed as inhibitors | 1.2% of 390,000 active | DNA polymerase eta (Homo sapiens), Q9Y253 | AID 588591, 2011; further: potency means the concentration at half of the fitted maximal effect; on the % scale 0 is the no-effect control and ±100 the full control effect
Target sequence (Q9Y253 whole entry, looked up): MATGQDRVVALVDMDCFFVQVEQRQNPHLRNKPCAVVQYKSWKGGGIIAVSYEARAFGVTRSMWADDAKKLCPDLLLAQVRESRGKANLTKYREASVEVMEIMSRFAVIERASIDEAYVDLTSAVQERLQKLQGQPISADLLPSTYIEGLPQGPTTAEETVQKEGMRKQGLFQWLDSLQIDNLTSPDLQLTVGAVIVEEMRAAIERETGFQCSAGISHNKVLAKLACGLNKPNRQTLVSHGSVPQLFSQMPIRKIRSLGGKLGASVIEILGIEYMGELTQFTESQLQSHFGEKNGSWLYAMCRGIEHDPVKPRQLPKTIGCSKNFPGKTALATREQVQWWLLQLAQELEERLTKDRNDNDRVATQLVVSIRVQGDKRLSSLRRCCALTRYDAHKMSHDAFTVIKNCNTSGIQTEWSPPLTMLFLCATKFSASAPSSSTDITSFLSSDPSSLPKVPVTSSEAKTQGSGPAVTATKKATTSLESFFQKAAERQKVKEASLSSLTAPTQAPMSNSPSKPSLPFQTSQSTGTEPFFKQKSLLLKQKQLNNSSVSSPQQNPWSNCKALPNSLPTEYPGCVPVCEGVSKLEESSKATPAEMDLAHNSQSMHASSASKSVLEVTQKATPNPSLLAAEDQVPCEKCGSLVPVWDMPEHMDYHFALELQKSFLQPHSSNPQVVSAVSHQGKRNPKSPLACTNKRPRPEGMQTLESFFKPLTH
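Pol eta (10 nM) was preincubated with compounds for 15 min at room temperature, after which fluorescent replication substrate (50 nM final) was added to start the reaction. Fluorescence was read kinetically at 0 and 10 min.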
G9a inh – qHTS Assay for Inhibitors of Histone Lysine Methyltransferase G9a; Histone-lysine N-methyltransferase EHMT2 (Homo sapiens), Q96KQ7; G9a H3K9 monomethylation, AlphaScreen, 2 h; Potency, µM (highest dose often 102 µM), without a hit: top-dose activity, negative = inhibition, most hits filed as inhibitors; 8.8% of 350,000 active; AID 504332, 2011; further: potency means the concentration at half of the fitted maximal effect; on the % scale 0 is the no-effect control and ±100 the full control effect; nearly all actives have a fitted effect of over 75% in size
Target sequence (Q96KQ7 913-1193 limits assumed): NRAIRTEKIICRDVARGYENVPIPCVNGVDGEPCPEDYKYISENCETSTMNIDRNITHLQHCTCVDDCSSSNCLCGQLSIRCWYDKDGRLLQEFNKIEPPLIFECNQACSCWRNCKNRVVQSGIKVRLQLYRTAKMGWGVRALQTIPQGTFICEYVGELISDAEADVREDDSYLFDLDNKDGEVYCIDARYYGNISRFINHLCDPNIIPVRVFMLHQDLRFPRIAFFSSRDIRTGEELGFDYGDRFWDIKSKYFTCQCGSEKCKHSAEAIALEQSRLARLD
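Enzyme 20 nM + cpd, 15 min RT; add b-H3K9 pep 500 nM / SAM 20 uM; 2 h RT; anti-H3K9me1 Ab 0.5 ug/mL + SA donor / anti-rabbit acceptor beads 20 ug/mL each, 10 min; AlphaScreen read.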
The depositor's hits bear a star; i = inactive; u = inconclusive; x = no result given; & = joins results of further samples; ! = not active in a repeat; [ ] = another dose, or the depositor's remark. Unless noted, the call rests on the fitted dose curve; in most records, active means well fitted curve in the direction sought with a large enough effect; inconclusive means small, poorly fitted or top-dose-only effect, or another doubt; inactive means no such curve, though single readings can be large; an effect the other way counts as inactive or inconclusive.

SMILES	Tb PGK inh	BAZ2B inh	GLS inh	PI4K2A inh	Pin1 inhibitor	JMJD2A Tudor	HP1b binding inh	POLH inh	G9a inh
CC(=O)c1ccc(Nc2nc(C)cc(C)n2)cc1	i	6%	-13%	0	9%	-10%	37%	-27%	-1%
CCCc1nc2ccccc2c(=O)n1N	2%	-5%	-3%	-1	1%	11%	49%[activator]	-1%	-1%[12.7 µM]
CCCn1c(N2CCN(C(=O)N3CCCCC3)CC2)nc2ccccc21	0%	u	1%	10	4%	-12%	15%	4%	50µM*
Cc1[nH]c2ccccc2c1CCO	-4%	6%	18%	-18	0%	-5%	9%	-9%	3%[59 µM]
CCS(=O)(=O)Nc1cc(C(=O)O)ccc1C	-8%	-19%	0%	1	-4%	-27%	0%	7%	-35%
Nc1c(-c2ccc(Cl)cc2)cnn1-c1cc(C(F)(F)F)cc(C(F)(F)F)c1	-9%	-2%	4%	-2	2%	-23%	-7%	-5%	7%
O=C(CSc1nc2ccccc2o1)N/N=C/c1ccco1	i	-10%	-2%	-2	5%	6%	32%	-1%	-26%
CC(=O)NC(c1ccccc1)c1cc(Cl)c2cccnc2c1O (centres undefined)	i	35µM*	-7%	-10	36%[activator]	u	32%	-5%	x
COc1ccc(N2CCN(C(=O)c3cc(-c4ccc(C)c(F)c4)on3)CC2)cc1	i	8%	10%	-1	-1%	-20%	21%	-7%	17%[59 µM]
CCOc1ccc(CCNC(=O)Cn2ccc3ccccc3c2=O)cc1OCC	0%	1%	13%	3	2%	-25%	12%	4%	5%
CCN1CCN(c2ccc(S(=O)(=O)N3CCOCC3)cc2NC(=O)/C=C/c2ccc(OC)cc2OC)CC1	-8%	-38%	-13%	0	6%	-29%	-3%	-26%	40µM*
Cc1ccc(N2CC(C(=O)Nc3ccc(S(=O)(=O)N4CCCC4)cc3)CC2=O)cc1C (centres undefined)	i	5%	8%	-2	8%	-14%	-25%	-6%	25%
CCCCn1c2c(c(=N)c3c1CCC3)CCC2	i	14%	-12%	-12	-20%	-30%	17%	-2%	-15%[12.7 µM]
CCCCN(C)S(=O)(=O)c1ccc(C(=O)N=c2sc3cc(NC(C)=O)ccc3n2C)cc1	-7%	-3%	7%	-6	-1%	-7%	22%	-6%	-1%[59 µM]
CN(C)S(=O)(=O)c1ccc(C(=O)NCC(=O)N/N=C/c2ccco2)cc1	-2%	-4%	-1%	5	-1%	-14%	44%[activator]	0%	-4%
COc1cc(NC(=O)CN(C)S(=O)(=O)c2ccc(-c3ccc(=O)[nH]n3)s2)cc(OC)c1	-2%	-25%	2%	-3	-2%	-2%	39%[activator]	-12%	-86%[59 µM]
N/C(=N\OC(=O)c1ccc(F)cc1)c1nonc1N	-16%	11%	0%	u	15%	7%[57.1 µM]	26%	-13%	20%[59 µM]
CCCCN(C(=O)CCC(=O)Nc1cc(C)on1)C(C(=O)NC1CCCC1)c1ccccc1OCC (centres undefined)	0%	-12%	-1%	-1	0%	-1%	24%	-16%	-21%
COc1cc(OC)cc(N2CCN(S(=O)(=O)c3ccc(-n4cnnn4)cc3)CC2)c1	3%	-19%&5%	-17%&-11%	5&-1	4%&-4%	-1%&-21%	44%&6%[activator]	-13%&-7%	11%
COc1cccc(CC2(CO)CCCN(Cc3cc(F)ccc3-n3cccn3)C2)c1 (centres undefined)	-1%	-29%	0%	3	23%	-12%	19%	1%	u
CCCCN(CC)CCNC(=O)c1cc2c(=O)n(C)c3ccccc3c2s1	-4%	1%	6%	17	-2%	-27%	-24%	-12%	-29%
COc1cccc(NC(=O)c2ccc(N3C(=O)C4CCC(C)CC4C3=O)cc2)c1 (centres undefined)	-3%	x	-5%	-6	8%	-10%	30%	-26%	x
COC(=O)c1ccc(C23CC4(C2)[C@H](CN(C)[C@@H]4c2ccccc2)C3c2ccc(C(F)(F)F)cc2)cc1 (some centres undefined)	i	-39%	4%	-1	16%	u	14%	u	23%[12.7 µM]
CC(C)(C)c1ccc(/C=C/C(=O)N2CCOCC2)cc1	-1%	-9%	2%	0	-5%	0%	35%	-23%	u
COC(=O)c1ccc(CN(Cc2ccc(C(=O)OC)o2)C(C)(C)C)o1	-8%	u	1%	-4	-7%	-4%	26%	-8%	23%[0.501 µM]
Remaining list, next part:
SMILES	Tb PGK inh	BAZ2B inh	GLS inh	PI4K2A inh	Pin1 inhibitor	JMJD2A Tudor	HP1b binding inh	POLH inh	G9a inh
CCc1nnc(NC(=O)c2cc(-c3ccccn3)nc3ccc(Br)cc23)s1	-4%	-17%	9%	-4	22%	-30%	23%	-3%	22%
CCc1ccc(-c2cc3c(=O)n(CC(=O)NCCCN4CCC(Cc5ccccc5)CC4)nc(C)n3n2)cc1	-2%	-17%	6%	0	1%	-18%	-3%[57 µM]	-8%	25%
COc1ccc(N2CC(C(=O)Nc3cc(C(F)(F)F)ccc3N3CCCC3)CC2=O)c(OC)c1 (centres undefined)	-1%	-27%	23%	-3	5%	-17%	1%	-25%	u
Cc1cccc(C(=O)OCC(=O)N(CC(C)C)c2c(N)n(Cc3ccccc3)c(=O)[nH]c2=O)c1O	-3%	34%[activator]	4%	-4	-1%	-1%	20%	-19%	u
O=C(C1CCC1)N1CCc2cc(S(=O)(=O)N3CCN(c4ccccn4)CC3)ccc21	8%	-2%	27%	7	2%	-15%	13%	-9%	0%[12.7 µM]
CC(=O)N1CCOc2ccc(S(=O)(=O)Nc3ccc(Cl)cn3)cc21	-5%	-1%	-1%	5	-12%	-17%	21%	-2%	-13%
COc1cc(C(=O)NCC(=O)NCC(c2ccco2)N2CCCCC2)cc(OC)c1OC (centres undefined)	8%	12%	-2%	-11	-1%	-6%	29%	-4%	10%[12.7 µM]
COc1ccc(-c2csc3ncnc(Nc4ccc(OC)cc4OC)c23)cc1	i	-29%	23%	1	12%	-30%	-15%	-3%	-39%[59 µM]
COc1cc(NS(=O)(=O)c2c(C)[nH]c(C)c2C(=O)N2CCCCC2)cc(OC)c1OC	-2%	-14%	12%	5	-3%	-6%	23%	17%	30%[59 µM]
O=C(CSc1nnc(NC(=O)c2ccco2)s1)Nc1ccccc1F	-1%	-30%	-2%	-5	-4%	-28%	75%[activator]	-8%	u
COc1cccc(OCCCCSc2ncccn2)c1	-1%	102%[activator]	7%	1	-9%	79%[activator]	184%[activator]	-20%	-38%[12.7 µM]
CCOCc1nc2nc(Cl)c(Cl)nc2[nH]1	-10%	x	-4%	3	x	x	x	6%	x
CCN1C(=O)[C@H]2[C@H]3CN=C(SCc4ccc(C#N)cc4)N3[C@@](C)(C(=O)OC)[C@H]2C1=O	8%	x	-2%	-2	-2%	-34%	39%[activator]	-19%	x
CN1CCN(S(=O)(=O)c2ccc(C#N)cc2)C(c2ccccc2)C1 (centres undefined)	0%	-4%	0%	3	3%	8%	46%[activator]	-14%	u
O=C(Nc1ccccc1F)c1ccc(Cn2cc(Cl)cn2)cc1	i	-3%	-6%	1	-2%	6%	38%	-9%	30%[12.7 µM]
CCOc1cc(NC(=S)NCCCN(C)C)c(OCC)cc1NC(=O)c1cccs1	-3%	-23%	28%	3	0%	-30%	-16%	-8%	-6%[59 µM]
COc1ccc(S(=O)(=O)N2CCC(NC(=O)C(Cc3cccc(OC)c3OC)NC(C)=O)CC2)cc1 (centres undefined)	-9%	1%	7%	1	2%	-10%	29%	-19%	x
CCCCCCCN1C=CC(=O)CC1	-1%	1%	3%	-3	-13%	-3%	31%	-7%	15%[59 µM]
O=C1CC(N2CCN(C3CC(=O)N(CCc4ccccc4)C3=O)CC2)C(=O)N1CCc1ccccc1 (centres undefined)	-4%	-2%	-7%	2	2%	-18%	25%	-3%	-21%
O=C(CCCN1C(=O)CSc2ncccc21)N1CCN(c2cccc(C(F)(F)F)c2)CC1	0%	9%	1%	2	-5%	-11%	8%	-16%	-3%[59 µM]
O=c1ccsc2ccccc12	-8%	x	0%	-2	-1%	-1%	14%	-8%	x
CSc1ccccc1-c1nnc(-c2ccc(Cl)cc2)o1	-7%	28%	8%	3	7%	55%[activator]	57%[activator]	-5%	-35%[12.7 µM]
CC(=O)CC1(OC(C)=O)C(=O)N(C)c2ccccc21 (centres undefined)	-9%	-5%	-4%	4	1%	6%	26%	-3%	1%
CCS(=O)(=O)c1ccc2oc(SCC(=O)Nc3ccc(OC)cc3OC)nc2c1	-10%	-15%	-7%	6	1%	-3%	39%[activator]	-16%	-4%
CC1(C)Cc2c(c(-c3ccco3)nc3sc4c(NCCO)ncnc4c23)CO1	x	x	-3%	1	6%	-19%	22%	-9%	u
CCOc1ccc2c(c1)C(C)=CC(C)(C)N2	-5%	50µM*	-7%&24%	-10	-15%	u	-7%	-13%	8.9µM*!
O=C(C1CC1)N1CCN(c2ccc([N+](=O)[O-])cc2-n2cccc2)CC1	15%	45µM*	12%	-14	-9%	u	-36%	-4%	x

A portion of the library, so the mix of outcomes need not match the whole.
